# AmpC no deterg: qHTS Inhibitors of AmpC Beta-Lactamase (assay without detergent). P00811. AmpC nitrocefin hydrolysis, absorbance 480 nm, 0.0001% Triton. Potency, µM (top dose mostly 57.1 µM), without a hit: at the top dose activity change, negative = inhibition, hits mostly inhibitors. actives 0.52% (n = 330,000). AID 485341, 2010;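 also: potency is read from the fitted curve at half-maximal effect; plate controls were no compound for no effect and no enzyme for full effect; nearly all actives have a fitted effect of over 20% in size; some results filed as inactive show a strong effect at the top dose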
# Target sequence (P00811 whole entry, looked up): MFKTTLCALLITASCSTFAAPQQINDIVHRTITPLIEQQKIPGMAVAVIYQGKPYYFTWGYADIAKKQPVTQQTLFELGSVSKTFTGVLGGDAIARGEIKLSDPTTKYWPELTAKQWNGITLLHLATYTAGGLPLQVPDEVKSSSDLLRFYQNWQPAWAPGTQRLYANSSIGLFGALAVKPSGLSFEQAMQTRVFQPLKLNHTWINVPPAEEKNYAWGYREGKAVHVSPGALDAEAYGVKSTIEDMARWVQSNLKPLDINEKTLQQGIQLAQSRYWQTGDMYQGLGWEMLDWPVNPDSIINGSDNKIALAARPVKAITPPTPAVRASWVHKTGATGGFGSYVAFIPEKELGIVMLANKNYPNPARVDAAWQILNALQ
#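 20 mM phosphate pH 7.0 + 0.01% (detergent screen) or 0.0001% Triton X-100; 5.3 nM AmpC reagent; cpd preinc 15 min RT; nitrocefin (800 uM stock) to start; A480 q20 s × 4 min; Activity was normalised to no-enzyme and no-compound control wells.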
# Sm TGR inh: qHTS Assay for the Inhibitors of Schistosoma Mansoni Peroxiredoxins; Schistosoma mansoni thioredoxin glutathione reductase (TGR), Q962Y6; purified TGR, DTNB reduction, TNB absorbance 405 nm; Potency, µM (doses to about 114 µM), for inactives: at the highest dose activity change, negative = inhibition, usual class: inhibitors; actives 3% (n = 360,000); AID 485364, 2010; also: potency is read from the fitted curve at half-maximal effect; nearly all actives have a fitted effect of over 60% in size
#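 TGR 20 nM + NADPH 100 uM (dispensed conc.), cpd preinc 15 min RT; start with NADPH (500 uM addition) then DTNB (15 mM addition). Kinetic TNB absorbance, 405 nm filter. Four-parameter Hill fit across titration.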
# HCMV antiviral: qHTS Assay for inhibitors of the human cytomegalovirus (HCMV). activity change, negative = inhibition, % at 57.5 µM. actives 4.5% (n = 410,000). HFF cells, HCMV-luciferase reporter, 72 h; active compounds read low; in the data active = activity change below about -60%; inconclusive = no clear call, values can overlap the other calls; inactive = above about -39%
#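 Steps: HFFs plated, 16 h 37C; compounds added; HCMV-luciferase added to MOI 1 PFU/cell; 72 h 37C; OneGlo reagent, 5 min room temperature; luminescence read, normalized to controls.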
# Giardia FBPA inh: qHTS Assay for Inhibitors of Fructose-1,6-bisphosphate Aldolase from Giardia Lamblia; A8B2U2; purified Giardia FBPA; Potency, µM (series often up to 59.6 µM), for the others: at the top dose activity, negative = inhibition, most hits filed as inhibitors; actives 0.71% (n = 290,000); AID 2451, 2010; also: potency is read from the fitted curve at half-maximal effect; nearly all actives have a fitted effect of over 55% in size
# Target sequence (A8B2U2 whole entry, looked up): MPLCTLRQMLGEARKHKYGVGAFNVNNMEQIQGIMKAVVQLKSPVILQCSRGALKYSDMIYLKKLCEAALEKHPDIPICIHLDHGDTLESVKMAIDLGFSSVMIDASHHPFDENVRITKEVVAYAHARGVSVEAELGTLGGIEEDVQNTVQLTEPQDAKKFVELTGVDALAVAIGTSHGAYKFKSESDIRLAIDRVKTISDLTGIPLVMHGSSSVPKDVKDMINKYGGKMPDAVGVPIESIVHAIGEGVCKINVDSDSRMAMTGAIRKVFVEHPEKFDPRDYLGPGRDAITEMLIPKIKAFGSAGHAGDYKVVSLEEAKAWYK
#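 40 nM FBPA preincubated 10 min at RT with compound (up to 57.5 uM final), then substrate plus GAPDH/TPI/NAD/arsenate coupling and diaphorase/resazurin added. Fluorescence read after 20 min at RT, 525/598 nm.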
# HCV inh: qHTS Assay for Inhibitors of Hepatitis C Virus (HCV); Huh7.5.1 HCVcc-Cre infection, luciferase reporter, 44 h; Potency, µM (doses to about 41.8 µM), without a hit: at the highest dose activity change, negative = inhibition, usual class: inhibitors; actives 3.4% (n = 340,000); AID 651820, 2012; also: potency is read from the fitted curve at half-maximal effect
#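 Antiviral activity was scored by luciferase reporter output from cells infected with HCVcc-Cre (~0.5 moi) in presence of compound, 44 h infection period, cells seeded 1,000/well 4 h prior.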
# AmpC inh detg: qHTS Inhibitors of AmpC Beta-Lactamase (assay with detergent) | P00811 | AmpC hydrolysis of nitrocefin, absorbance 480 nm, 0.01% Triton | Potency, µM (top dose mostly 114 µM), for the others: at the highest dose activity change, negative = inhibition, actives largely listed as inhibitors | actives 0.041% (n = 370,000) | AID 485294, 2010;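 also: potency is read from the fitted curve at half-maximal effect; 0% = no-compound wells and -100% = no-enzyme wells; nearly all actives have a fitted effect of over 25% in size; some results filed as inactive show a strong effect at the top dose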
#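 20 mM phosphate pH 7.0 + 0.01% (detergent screen) or 0.0001% Triton X-100; 5.3 nM AmpC reagent; cpd preinc 15 min RT; nitrocefin (800 uM stock) to start; A480 q20 s × 4 min; Activity was normalised to no-enzyme and no-compound control wells.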
# Numbers without * were called inactive; ? = inconclusive; / = not tested or not shown; & = joins results of further samples; [ ] = another dose, or the depositor's remark. Unless noted, calls follow the shape of the dose curve; as a rule, active = well fitted curve in the direction sought with a large enough effect; inconclusive = small, poorly fitted or top-dose-only effect, or another doubt; inactive = no such curve, though single readings can be large; an effect the other way counts as inactive or inconclusive. Unless noted, % is scaled to controls: 0 for no effect and ±100 for the full control effect.
Molecule | AmpC no deterg | Sm TGR inh | HCMV antiviral | Giardia FBPA inh | HCV inh | AmpC inh detg
CC(C)C12CN3CCN(CC(C3)C1O)C2 (configuration not stated) | / | 0% | -21 | 3% | -9% | 0%
O=C(NCC1CCCO1)C(c1cccnc1)N(C(=O)Cc1cccs1)c1ccccc1 (configuration not stated) | 10% | 31% | 8 | 1% | 8% | -8%
COc1ccc(S(=O)(=O)N2CCN(C(=O)CN3C(=O)NC4(CCCC4)C3=O)CC2)cc1 | 12% | 0% | 10 | / | 12% | -4%
COc1cc(/C=C2\SC(=S)N(CC(=O)Nc3cccnc3)C2=O)cc(OC)c1OC | -14% | 6% | -12 | 6% | 9% | 4%
Cc1cc(S(=O)(=O)Nc2c(C(=O)O)[nH]c3ccccc23)ccc1F | -24% | 0% | 62 | -2% | 13% | -6%
COc1ccc(CC(=O)OCN2C(=O)c3ccccc3C2=O)cc1OC | 22% | 0% | 19 | / | 12% | 4%
Cc1c(Cl)cccc1NC(=O)CNc1cccc(C(F)(F)F)c1 | -22% | 4% | -29 | 0% | 13% | -6%
Cc1sccc1/C=N/NC(=O)c1cccc2ccccc12 | -21% | 4% | -39 | 3% | -9% | -5%
Cc1cc(C)n(C(=O)CNC(=O)c2ccccc2F)n1 | -2% | -2% | 1 | 16% | 26% | -10%
COc1cccc(N2CC(C(=O)Nc3nnc(SCc4ccccn4)s3)CC2=O)c1 (configuration not stated) | -1% | -18% | 35 | -9% | 12% | 5%
Cc1oc2cc3oc(=O)c(CC(=O)N[C@@H](C)C(=O)NC(Cc4ccc(Cl)cc4)C(=O)O)c(C)c3cc2c1C (some centres not stated) | 9% | -32% | 21 | 19% | -2% | ?
CCC(C)NC(=O)c1[nH]c(C)c(C(=O)OC)c1C (configuration not stated) | -22% | -13% | 24 | 1% | -3% | 3%
O=C(CSc1nnc(-c2cnccn2)n1Cc1ccco1)Nc1ccc(Br)cc1 | / | ? | -2 | 0% | -5% | -2%
Cc1noc(C)c1C(=O)OCC(=O)Nc1cc(S(=O)(=O)N2CCOCC2)ccc1Cl | 2% | 12% | / | 7% | / | 0%
CCN(CC)C(=O)Cn1cc(S(=O)(=O)CC(=O)NCCc2ccccc2)c2ccccc21 | 32% | 0% | -40 | / | 11% | 3%
O=C1NC(=O)C2(COC(c3cccc([N+](=O)[O-])c3)OC2)S1 (configuration not stated) | -12% | -2% | -9 | 9% | 1% | -9%
CC(C)Oc1ccc(S(=O)(=O)N2CCOCC2)cc1NC(=O)c1cc([N+](=O)[O-])ccc1N1CCOCC1 | 138%[activator] | -1% | -5 | / | ? | -10%
O=C(c1cccc(S(=O)(=O)NCc2ccccc2)c1)N1CCN(c2cccc(C(F)(F)F)c2)CC1 | 27% | -18% | ? | / | ? | 2%
COc1ccc(-c2cc3onc(-c4c(Cl)cccc4Cl)c3c(=O)n2C)cc1 | 3% | 5% | -25 | / | ? | ?
COC(=O)C(CC(=O)Nc1cc(C)ccc1C)Nc1ccccc1OC (configuration not stated) | -4% | -25% | 42 | -1% | 6% | ?
C=C(C)CNC(=S)N/N=C(\C)c1ccc(-n2ccnc2)cc1 | -26% | -20% | -22 | -11% | 1% | 0%
Cc1ccc(-n2c(SCC(N)=O)nnc2-c2cccnc2)c(C)c1 | -1% | 19% | -17 | 1% | 25% | -11%
O=C(Nc1nc2ccc(F)cc2s1)C1CCN(S(=O)(=O)c2cc([N+](=O)[O-])ccc2Cl)CC1 | ? | ? | -6 | -25% | 32µM* | -10%
Cc1cc(C)cc(OC2CCCCC2NS(=O)(=O)c2ccccc2)c1 (configuration not stated) | -16% | 7% | -11 | 0% | 1% | 3%
O=C(NCc1ccc(F)cc1)C(C(=O)NCc1ccc(F)cc1)c1ncc(C(F)(F)F)cc1Cl | -7%[2.29 µM] | -6% | 5 | 5% | -12% | -5%
COC(=O)c1ccc(-c2nc(CN3CCN(Cc4cccc(C)c4)CC3)c(C)o2)cc1 | 88%[activator] | 4% | -11 | 10% | -19% | -17%
O=C(COC(=O)/C=C/c1ccccc1[N+](=O)[O-])NCC1CCCO1 (configuration not stated) | -2% | -3% | 32 | 2% | 0% | 2%
COc1cc(OC)cc(C(=O)O/N=C(\N)c2ccncc2)c1 | -10% | 11% | 40 | 6% | -27% | ?
Cn1c(=O)c2c(nc(-n3ccnc3)n2C)n(C)c1=O | -18% | 7% | -20 | 0% | 27% | 1%
C[C@H]1COC(=O)[C@H](CC(=O)OC(C)(C)C)C/C=C\C[C@H](CC(=O)N(CCO)Cc2ccccc2)C(=O)N1 | 163%[activator] | / | 22 | / | 20% | /

# Compounds from the list above that contain a nitro group on carbon (4):
Molecule | AmpC no deterg | Sm TGR inh | HCMV antiviral | Giardia FBPA inh | HCV inh | AmpC inh detg
O=C1NC(=O)C2(COC(c3cccc([N+](=O)[O-])c3)OC2)S1 (configuration not stated) | -12% | -2% | -9 | 9% | 1% | -9%
CC(C)Oc1ccc(S(=O)(=O)N2CCOCC2)cc1NC(=O)c1cc([N+](=O)[O-])ccc1N1CCOCC1 | 138%[activator] | -1% | -5 | / | ? | -10%
O=C(Nc1nc2ccc(F)cc2s1)C1CCN(S(=O)(=O)c2cc([N+](=O)[O-])ccc2Cl)CC1 | ? | ? | -6 | -25% | 32µM* | -10%
O=C(COC(=O)/C=C/c1ccccc1[N+](=O)[O-])NCC1CCCO1 (configuration not stated) | -2% | -3% | 32 | 2% | 0% | 2%

# New compounds follow:
Molecule | AmpC no deterg | Sm TGR inh | HCMV antiviral | Giardia FBPA inh | HCV inh | AmpC inh detg
C=CCOc1ccc(/C=C/C(=O)OCC(=O)N(C)CC(=O)Nc2ccc(F)cc2)cc1 | -12% | 2% | -6 | / | 0% | 0%
Cc1ccc(CNc2ncccc2-c2nc3cc(Cl)ccc3o2)cc1 | -4% | 6% | 2 | 2% | 13% | 4%
O=C1NN=C(c2ccc(Br)cc2)CC1c1ccc(Cl)cc1 (configuration not stated) | -44% | 0% | ? | -8% | 15% | -3%
O=C(O)C1Nc2c(cccc2C(F)(F)F)C2C=CCC12 (configuration not stated) | -39% | 1.4µM* | / | -7% | / | -6%
COC(=O)C1=C(c2ccc(OC)c(OC)c2)C[C@@H]2CC[C@H]1N2C(=O)NCCOc1ccccc1Cl | 186%[activator] | -16% | 14 | / | -26% | 2%
Cc1c(C(=O)NCCCN2CCCC2=O)oc2ccc(S(=O)(=O)N3CCOCC3)cc12 | 20% | -2% | -10 | 10% | 2% | -4%
COc1ccc(C(=O)NCCCN2CCOCC2)cc1 | -15% | 0% | 84 | 13% | -7% | 2%
O=C(COC(=O)/C=C/c1ccccc1)NC1CC1 | -10% | -4% | ? | / | -2% | 6%
O=C(NC1CCCC1)C(c1cccs1)N(C(=O)c1ccco1)c1ccc2c(c1)OCO2 (configuration not stated) | -18% | -15% | -31 | 0% | -13% | -2%
Cc1nc2sc(C(c3ccco3)N3CCC(C)CC3)c(O)n2n1 (configuration not stated) | -11% | 45µM* | 27 | -26% | 1% | 3%
CCCn1c(SCCC(=O)O)nc2ccccc21 | -7% | 23% | -18 | 13% | 28% | 9%
CC(C)Cc1nnc(NC(=O)CSc2nc(=O)cc(N)n2-c2ccccc2)s1 | 20% | 1% | 38 | -9% | 0%&9% | -4%
Cc1ccc(CNc2nc(N)c([N+](=O)[O-])c(NCCO)n2)cc1 | -23% | 21% | 10 | -3% | ? | -11%
CCCCNC(=O)CCn1ccc2cc(S(=O)(=O)N3CCCC3)ccc21 | -9% | 2% | -11 | / | -7% | 1%
N#CCN1CCN(CCC(=O)Nc2ccc(OCc3ccccc3)cc2)CC1 | 34% | 3% | 16 | -1% | ? | -6%
CCn1cc(S(=O)(=O)CC(=O)N2CCc3ccccc32)c2ccccc21 | -23% | -11% | -7 | -15% | -2% | 2%
NNC(=O)c1ccc(COc2ccccc2)cc1 | -29% | 0% | -25 | 3% | -4% | -19%
COc1ccc(Nc2ncnc3c2cnn3Cc2ccccc2)cc1OC | 13% | 7% | -40 | -4% | ? | -10%
Cc1nn(-c2ccccc2)c(C)c1NC(=O)c1cccs1 | 0% | 5% | -17 | 0% | 14% | -3%
Cc1ccc(C)c(OCC(=O)NCC(C)C)c1C | -12% | 1% | 10 | 3% | 14% | 0%
CCc1ccc(N2C(=O)Nc3ccc(Br)cc3C2(O)C(=O)NCCN(C)C)cc1 (configuration not stated) | -24% | -4% | -19 | -6% | 17% | 0%
COc1ccc(OCC(=O)Nc2ccc(C)cc2)cc1 | -15% | -31% | -97* | 0% | 2% | ?
CCCN1C2CCCC1CC(NC(=S)Nc1cc(C)ccc1C)C2 (configuration not stated) | -24% | -13% | 42 | 3% | -6% | -1%
COc1ccc(CCn2c(S)nc3ccccc3c2=O)cc1 | -16% | -19% | / | 11% | -6% | -12%
CC(C)CCNC(=O)CN(Cc1cccs1)C(=O)CCC(=O)Nc1nccs1 | ? | 3% | 40 | 0% | 15% | -1%
O=C(/C=C/c1ccccc1)N1CCN(CC(O)COc2ccccc2)CC1 (configuration not stated) | 79%[activator] | 4% | -9 | -9% | 0% | -8%
O=C(N=C1SC2CS(=O)(=O)CC2N1c1ccc(F)c(Cl)c1)C1CC1 (configuration not stated) | 23% | 1% | -36 | / | ? | 0%
Cc1cc(C)nc(NC(=O)c2ccc(Cl)c([N+](=O)[O-])c2)n1 | -7% | -21% | ? | -1% | 6% | 1%
Cc1ccc(C)c(NC(=O)CSc2nc3nccnc3c(=O)n2CCc2c[nH]c3ccccc23)c1 | / | 2% | -14 | / | / | 5%
O=C(COC(=O)c1ccc(O)cc1O)N=c1sccn1Cc1ccccc1Cl | -22% | -9% | -28 | / | 7.9µM* | -14%
COc1ccc(-c2nnc(N(C)C(=O)C3CCCO3)s2)cc1 (configuration not stated) | -11% | -2% | 107 | -3% | 7% | 3%
Cc1ccccc1CNC(=O)c1cc(COc2ccc(F)cc2F)on1 | -17% | -7% | -32 | -6% | 8% | -2%
CC(=O)Nc1ccc(OCC(O)CN2CCN(Cc3ccccc3)CC2)cc1 (configuration not stated) | -15% | -3% | 27 | 15% | -19% | 2%
COc1cccc(Nc2ncnc3ccccc23)c1 | -12% | 6% | -10 | -18% | ? | 3%
c1ccc(-c2csc(-n3cccn3)n2)cc1 | -19% | 0% | -1 | 0% | 14% | ?
Cc1cc2oc(=O)cc(CSc3nnc(-c4cccs4)o3)c2cc1C(C)C | -27% | -13% | -38 | -1% | 10µM* | 4%
Cc1ccc(C)c2[nH]c(=O)c(CCNC(=O)CCc3ccccc3)cc12 | -12% | -1% | -76* | -2% | 0% | ?
Cc1ccc2[nH]c(C)c(CC(=O)O)c2c1 | -22% | ? | -10 | ? | 4% | -4%
Cc1c(-c2ccc(O)cc2)nc2nc(-c3ccccc3)c(-c3ccccc3)nn12 | -50% | -22% | / | -5% | / | 2%
O=C(CN1CCOCC1)N/N=C/C=C/c1ccccc1 | -1% | -16% | 12 | 0% | 23% | 1%
Cc1cc(C)c(NC(=O)CN2C(=O)NC3(CCCCC3)C2=O)c(Cl)c1 | -13% | 0% | -13 | 6% | 8% | ?

# Compound activity (PubChem BioAssay)
